# MEX-5 binding – C. elegans MEX-5 TCR-2 RNA binding activity | AID 1832 | MEX-5/FITC-TCR2 RNA binding, fluorescence polarization; active compounds read low | activity score (negative = inhibition of binding), % at 10 µM | hit rate 0.38% among 300,000 | Q9XUB2;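 active = inhibition past about -25% in most replicates, and total fluorescence under double the plate's negative control median, limit read from the data; inconclusive = replicates evenly split on the limit, or fluorescence at least double controls; inactive = too little inhibition in most replicates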;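 note: 0% = DMSO and -100% = 5 µM competing unlabeled TCR2 RNA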
# Target sequence (Q9XUB2 whole entry, looked up): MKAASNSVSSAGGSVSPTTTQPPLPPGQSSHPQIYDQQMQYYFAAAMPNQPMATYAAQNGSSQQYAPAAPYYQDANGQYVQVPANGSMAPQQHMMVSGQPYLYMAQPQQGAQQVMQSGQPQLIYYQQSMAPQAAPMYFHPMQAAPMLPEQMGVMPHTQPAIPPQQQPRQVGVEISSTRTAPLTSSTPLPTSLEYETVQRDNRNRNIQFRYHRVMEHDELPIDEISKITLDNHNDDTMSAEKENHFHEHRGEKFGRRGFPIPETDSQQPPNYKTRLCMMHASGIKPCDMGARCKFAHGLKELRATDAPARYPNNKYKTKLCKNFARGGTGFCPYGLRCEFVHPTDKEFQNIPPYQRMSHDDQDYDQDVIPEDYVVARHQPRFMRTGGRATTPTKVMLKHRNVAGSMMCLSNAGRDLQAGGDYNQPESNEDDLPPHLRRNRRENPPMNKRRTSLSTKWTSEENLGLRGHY
# BCLXL inh – Bcl-xL (human) inhibition. hit rate 0.7% among 320,000. inhibition, % at 10.9 µM. GST-Bcl-xL / FITC-Bim BH3 peptide fluorescence polarization. Q07817. AID 2129;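 active = inhibition above the mean of all tested compounds plus 3 SD, cutoff set per campaign, cut at about 30% in these data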;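 note: 0% = DMSO wells and 100% = unlabeled Bim-BH3 peptide competitor; inhibitors lower millipolarization by displacing the labeled peptide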
# Target sequence (Q07817 whole entry, looked up): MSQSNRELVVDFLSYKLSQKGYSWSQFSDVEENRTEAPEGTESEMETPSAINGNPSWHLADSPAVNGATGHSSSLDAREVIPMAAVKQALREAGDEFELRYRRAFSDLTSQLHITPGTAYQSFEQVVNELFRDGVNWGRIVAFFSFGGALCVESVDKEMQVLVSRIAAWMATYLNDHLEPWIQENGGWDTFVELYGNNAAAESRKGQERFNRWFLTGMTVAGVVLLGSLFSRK
# AGP1 TOR yeast – yeast TOR pathway AGP1-GFP modulation. hit rate 0.02% among 320,000. S. cerevisiae AGP1-GFP multiplex flow cytometry, 3 h; GFP as percent of DMSO wells. GFP response vs DMSO, % at 10 µM. AID 2066;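 active = GFP response relative to DMSO above a set limit, near screen average plus 3 SD, cut at about 150% in these data; inconclusive = fewer than 70 cells counted for the yeast strain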;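 note: median GFP channel fluorescence of the gated AGP1 strain per well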
# CIT2 TOR yeast – yeast TOR pathway CIT2-GFP modulation | hit rate 0.065% among 320,000 | S. cerevisiae CIT2-GFP strain, flow cytometry, 3 h; 100 means same as DMSO wells | GFP response vs DMSO, % at 10 µM;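 active = GFP response relative to DMSO above a set limit, near the screen mean plus 3 SD, cut at about 150% in these data; inconclusive = Fewer than 70 cells measured for a yeast strain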;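 note: ratio of well median GFP fluorescence to mean of DMSO wells on the plate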
# CR mimetic SO – yeast age-related superoxide inhibition as caloric restriction mimetic; S. cerevisiae aged cells, superoxide DHE fluorescence; active compounds read low; superoxide response (% of plate mean), % at 10 µM; AID 2690; hit rate 0.18% among 330,000;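 active = superoxide response under a set limit, about three screen SD below normal, cut at about 65% in these data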;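 note: yeast aged for seven days with compound at 30 °C before DHE staining; 100% = average MFI of all compound-treated wells on the plate with controls excluded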
# GRK2 inh – human GRK2 inhibition via aptamer displacement; P25098; bead flow cytometry, FAM-aptamer displacement from GRK2; inhibition of aptamer binding, % at 10 µM; hit rate 0.59% among 330,000;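 active = inhibition of aptamer binding above 40%, roughly 3 SD of noise, on plates passing a quality check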;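 note: median bead fluorescence of bound FAM aptamer so fluorescent compounds give negative values; no value below 0 was filed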
# GLD-1 RNA inh – GLD-1-TGE RNA interaction inhibition (C. elegans); inhibition, % at 5.96 µM; purified GLD-1 + fluorescein TGE RNA, fluorescence polarization; hit rate 0.44% among 320,000;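 active = percent inhibition above a per-plate cutoff, the plate mean of test compounds plus 3 SD, cut at about 30% in these data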;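 note: 0% = DMSO wells with GLD-1 and probe and 100% = wells lacking GLD-1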
# VLA-4 inh – inhibition in a human VLA-4 binding assay. P13612. VLA-4 expressing cells, ligand binding flow cytometry. inhibition, % (about 7 µM as worked out from the volumes in the protocol). hit rate 0.2% among 330,000; in the data active = inhibition above about 50%
# MCL1-BIM inh – MCL1-BIM-BH3 interaction inhibition (human); AID 2057; hit rate 0.68% among 320,000; Q07820; inhibition, % at 10.9 µM; GST-MCL1 / FITC-Bim-BH3 fluorescence polarization;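 active = inhibition above the mean inhibition of all tested compounds plus 3 SD, set per campaign, cut at about 40% in these data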;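 note: 0% = DMSO wells and 100% = unlabeled Bim-BH3 peptide control; higher means more loss of mP so more displacement of Bim peptide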
# Target sequence (Q07820 whole entry, looked up): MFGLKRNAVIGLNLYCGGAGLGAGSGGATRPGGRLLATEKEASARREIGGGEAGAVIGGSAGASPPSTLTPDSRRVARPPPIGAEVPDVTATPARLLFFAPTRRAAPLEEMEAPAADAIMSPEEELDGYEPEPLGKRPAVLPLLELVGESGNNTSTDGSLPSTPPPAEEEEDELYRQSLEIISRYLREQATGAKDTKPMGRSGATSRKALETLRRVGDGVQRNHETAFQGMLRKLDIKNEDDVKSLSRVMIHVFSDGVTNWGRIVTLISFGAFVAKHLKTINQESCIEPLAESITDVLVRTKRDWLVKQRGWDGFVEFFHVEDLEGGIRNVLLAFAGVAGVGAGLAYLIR
# An asterisk follows results filed as active; u = inconclusive; x = not tested or not shown; [ ] = another dose, or the depositor's remark.
SMILES	MEX-5 binding	BCLXL inh	AGP1 TOR yeast	CIT2 TOR yeast	CR mimetic SO	GRK2 inh	GLD-1 RNA inh	VLA-4 inh	MCL1-BIM inh
COc1ccc(CN2CCN(CCCc3ccccc3)C(CCO)C2)cc1OC (stereo not given)	-0.3	7	99	103	93	1	6	2	17
CCOc1ccc(CCNC(=O)c2ccc(CS(=O)Cc3ccccc3Cl)o2)cc1 (stereo not given)	-2.2	6	99	91	89	4	2	0	2
CCCCNC(=O)CSc1nc2ccsc2c(=O)n1CCCC(=O)NCCc1ccc(S(N)(=O)=O)cc1	1.5	2	95	100	101	14	9	5	3
COC(=O)C1=CNC=C(C(=O)OC)C1c1ccc(C(=O)OC)cc1	3.3	7	99	105	85	0	-3	21	5
CC1Nc2ncnc(N3CCN(c4ccccc4)CC3)c2N(Cc2ccc(Cl)cc2)C1=O (stereo not given)	1.8	4	90	96	97	2	2	-15	2
COc1cc([N+](=O)[O-])cc2sc(NC(C)=O)nc12	-0.2	-1	105	90	103	66*	-15	-7	1
O=c1oc2ccccc2c(N2CCCCC2)c1CN1CCCC1	-2.8	0	88	93	119	3	1	-1	-4
CCOC(=O)COc1cccc2c(=O)n(CC(=O)N3CCC(C)CC3)ccc12	0.1	2	100	94	86	0	6	-13	-2
CC(NC(=O)C1CCCN(S(=O)(=O)c2cccs2)C1)c1ccccc1 (stereo not given)	1.2	9	104	104	98	1	1	-6	2
CCN(CC)CCN1C(=O)C(=O)/C(=C(/O)c2ccc(F)cc2)C1c1ccncc1 (stereo not given)	0.3	3	99	100	97	0	-1	9	3
O=c1cc(C(F)(F)F)[nH]c2ccc(C(F)(F)F)cc12	1.2	-1	106	111	110	2	4	-2	-14
O=C(c1cccc(C(F)(F)F)c1)N1CCN(c2cc(=O)[nH]nc2-c2ccccc2)CC1	-0.5	-3	97	97	99	2	-13	-7	-3
O=C(OCC(=O)N1CCCCC1)c1ccc(OC(F)(F)F)cc1	x	x	99	100	108	2	-3	4	x
COCCN(C(=O)Nc1ccccc1)C(C)c1cccnc1 (stereo not given)	-1.7	3	103	91	94	1	0	30	3
OCC1OC(n2cnc3c(NC4CCCCC4)ncnc32)C(O)C1O (stereo not given)	-0.9	-1	108	106	86	1	9	-31	5
CCN(C[C@H]1N[C@@](C)(C(=O)OC)[C@H]2C(=O)N(Cc3ccccc3)C(=O)[C@@H]12)C(=O)Nc1ccccc1	x	x	112	107	108	2	2	-10	x
COc1cccc(N2CCN(CC(=O)NCc3ccccc3)CC2)c1	-0.8	1	94	94	95	1	1	-6	13
CCC(=O)Nc1ccc(NC(=O)CSc2nc3c(c(=O)n(C)c(=O)n3C)n2CC)cc1	0.7	3	105	112	96	0	2	-1	0
COc1ccc(C(=O)N/N=C/c2cccnc2)cc1	-0.4	1	105	99	83	0	9	12	2
CCOC(=O)COc1nc(C)cc(C(F)(F)F)c1C#N	1.8	-6	105	96	89	0	7	1	-3
CC(C)C(=O)NNC(=O)c1c(O)c2ccccc2[nH]c1=O	-0.3	1	89	100	91	5	-4	8	3
COc1ccc(C)c2sc(=NC(=O)c3ccc(C(C)=O)cc3)n(C)c12	1.4	8	98	105	110	2	6	16	6
COc1ccc(NC(=O)CC2C(=O)OCC3CCCCN32)cc1Cl (stereo not given)	0.8	6	108	113	107	0	7	16	2
CCC(CC)NC(=O)C1CCN(c2ccc(S(=O)(=O)N3CCOCC3)cc2[N+](=O)[O-])CC1	x	-1	100	100	96	0	-2	9	-5
CCn1cc(-c2nnnn2-c2ccc(Cl)cc2)c(=O)c2ccccc21	1.8	-1	108	100	116	0	8	1	-2
CCN(C[C@H]1N[C@@](Cc2ccccc2)(C(=O)OC)[C@H]2C(=O)N(Cc3ccccc3)C(=O)[C@@H]12)S(=O)(=O)c1ccc(OC(F)(F)F)cc1	x	x	84	83	108	4	3	-9	x
Cc1ccc(N2CC(C(=O)OCc3ccccc3)CC2=O)cc1 (stereo not given)	-2.3	7	87	89	86	0	4	8	7
O=C(CN1CCN(Cc2ccccc2)CC1)Nc1cccc(Cl)c1	-2.3	4	97	95	94	0	2	4	6
CCc1nc(C)cn1S(=O)(=O)c1cc(Br)c(C)cc1OC	0.0	2	104	100	106	8	12	13	0
Cc1ccc(NC(=O)/C(=C/c2ccncc2)NC(=O)c2ccccc2)cc1	-4.0	3	86[may fluoresce red and violet]	u	89	0	3	-3	3

# Limited to GLD-1 RNA inh (2 entries from above):
SMILES	GLD-1 RNA inh
CCN(C[C@H]1N[C@@](C)(C(=O)OC)[C@H]2C(=O)N(Cc3ccccc3)C(=O)[C@@H]12)C(=O)Nc1ccccc1	2
COc1cccc(N2CCN(CC(=O)NCc3ccccc3)CC2)c1	1

# (listing goes on)
SMILES	MEX-5 binding	BCLXL inh	AGP1 TOR yeast	CIT2 TOR yeast	CR mimetic SO	GRK2 inh	GLD-1 RNA inh	VLA-4 inh	MCL1-BIM inh
COc1ccc(-c2nnc(SCC(=O)/C(C#N)=C(\C)N)o2)cc1	-2.0	7	98	106	89	0	2	-5	16
COc1cc(-c2nn3c(Cc4ccccc4)nnc3s2)cc(OC)c1OC	-0.4	2	99	95	105	1	8	6	-3
Cc1c(C#N)sc(C(N)=O)c1C	0.4	2	102	100	98	2	-1	0	5
Cc1ccccc1NS(=O)(=O)c1ccc(F)cc1	-0.4	7	100	102	95	0	6	7	4
COc1ccc(Nc2nc(N)nc(SCc3nnc(C)s3)n2)cc1	1.1	5	u	u	91	4	3	-3	6
COc1cccc(-c2nnc(SCC(=O)Nc3cc(C)ccc3OC)n2N)c1	-0.9	1	113	110	106	0	1	-10	8
COc1cccc(NC(=O)C(NCCC(C)C)c2ccccc2)c1 (stereo not given)	1.0	4	109	104	90	3	8	-2	-5
CCOC(=O)c1ccccc1NC(=O)c1cn(CC)c2nc(C)ccc2c1=O	-1.7	6	112	109	103	0	5	0	4
Cn1cccc1/C=N\NC(=O)C1COc2ccc(C(C)(C)C)cc2O1 (stereo not given)	2.5	0	101	91	108	3	5	28	-8
O=C(CCC(=O)Nc1nnc(C2CCCCC2)s1)Nc1ccc(F)cc1	0.2	2	106	104	98	0	0	-4	4
COCCNC(=O)C(C)OC(=O)c1cc2occc2n1C (stereo not given)	2.2	-1	94	97	85	13	-1	-22	-3
COc1ccc(-c2nn(-c3ccccc3)cc2/C=C2/SC(=S)N(CCCC(=O)O)C2=O)c(C)c1	0.2	4	97	96	114	0	5	-2	8
CCOc1ccc(/C=N/Nc2ccccc2)cc1	0.5	-1	105	114	100	3	-7	3	5
COc1cccc(NC(=O)CS(=O)(=O)c2cccc3nsnc23)c1	15	3	101	96	105	0	-7	3	8
COc1cc(NC(=O)c2ccccc2)c(OC)cc1NC(=O)CN1C(=O)NC2(CCCCC2)C1=O	x	-5	104	95	92	6	2	3	-18
COc1ccc(-c2c(C#Cc3ccsc3)c3cc(-c4ccc(CN5CCOCC5)cc4)ccc3n2C)cc1	x	x	110	110	86	3	0	18	x
CCCc1ccc(Oc2cc(C)nc(N3CCOCC3)n2)cc1	2.6	6	96	95	91	0	-4	-6	4
CC(=O)N(Cc1ccccc1)c1c(N)nc(N)[nH]c1=O	1.9	4	101	103	97	0	2	-4	0
Cc1ccc2nc(N3CCOCC3)c3nncn3c2c1	1.7	-5	101	96	106	0	-9	33	-12
CC(C)OCCCNC(=O)C1CCC(=O)N1C1CCCC1 (stereo not given)	2.5	4	x	108	108	2	-1	7	0
Cc1ccc(CNS(=O)(=O)c2ccc3c(c2)N(C)CCO3)cc1	-0.7	8	103	97	101	3	3	-5	1
Cc1cc(C)n(-c2ccc(NC(=O)C3CCCCN3C(=O)c3ccc(C)s3)cc2)n1 (stereo not given)	2.0	-1	100	98	98	0	6	4	-7
O=C(Nc1cccc(Cl)c1)NC1CC2CCC1C2 (stereo not given)	-1.8	-2	92	98	116	2	0	9	12
Cc1cc(NC(=O)COn2nnc3ccc(Cl)cc32)no1	2.4	-1	101	101	103	0	6	22	0
COC(=O)COc1ccc(S(=O)(=O)Nc2ccccc2C(=O)OC)cc1	0.8	5	103	100	98	0	4	-4	1
O=C(NNS(=O)(=O)c1ccccc1Cl)C1COc2ccccc2O1 (stereo not given)	x	x	94	82	111	3	3	-4	x
CCOC(=O)c1c(/N=C/c2ccc(C)cc2O)sc2c1CCN(C)C2	0.3	8	104	111	91	0	5	-1	5
Cc1ccc(NC(=S)N/N=C/c2c(C)nn(-c3ccccc3)c2N2CCCC2)cc1	0.6	5	103	96	94	1	0	-18	11
COC(=O)Cc1cc(=O)n2[nH]c(SC)nc2n1	-6.2	23	110	100	94	1	23	2	24
O=C(Nc1ccc2c(c1)OCO2)N1CCN(S(=O)(=O)c2ccc(Cl)cc2)CC1	0.6	4	106	111	91	0	-5	3	4
N#Cc1ccc(OCC(=O)Nc2nc(-c3cccnc3)cs2)cc1	x	6	110	94	102	36	5	-2	8
CCOc1ccc(N2C(=O)c3ccccc3NC2(C)CC)cc1 (stereo not given)	x	3	94	104	78	4	4	5	6
COCCN1C(=O)c2oc3ccccc3c(=O)c2C1c1ccc(O)c(OC)c1 (stereo not given)	1.3	-6	100	99	107	0	2	-11	-1
N#Cc1nc(COc2ccc(Cl)cc2Cl)oc1N1CCOCC1	0.8	-10	91	83	124	3	6	16	-6
COc1cccc(/C=N/NC(=S)NCc2ccco2)c1OC	1.2	7	99	90	115	0	-1	-6	2
CCOc1cccc(-c2c(C(=O)N/N=C/c3ccc(Br)cc3)nnn2-c2nonc2N)c1	0.4	1	106	92	100	5	0	17	-5
CCN(CC)C(=O)c1cc(Cl)ccc1NC(=O)c1ccco1	-4.4	4	100	104	82	0	2	1	6
O=C(CSc1n[nH]c(Cc2ccccc2)n1)Nc1ccccc1Br	0.6	5	101	100	83	2	1	-14	12
CC(=O)C1=C(O)CC(c2ccccc2)CC1=NCCc1c(C)[nH]c2ccccc12 (stereo not given)	-0.1	-1	103	104	84	0	0	12	-2
O=C(CCc1nnc2ccc(NCc3ccc(F)cc3)nn12)NC1CCCC1	-1.8	0	108	110	110	0	6	10	0
CC(C)n1nccc1N(Cc1ccc(Cl)cc1)S(=O)(=O)c1ccccc1	3.6	-5	97	93	94	2	-13	14	-7
COc1ccc(Cl)cc1NC(=O)C1CCN(C(=O)Nc2ccccc2)CC1	x	3	96	87	97	7	2	4	-2
Cc1ccc(C(=O)NNC(=O)CSc2nnc(-c3ccccc3)n2Cc2ccccc2)cc1	1.7	-6	96	104	93	0	1	13	-3
O=C(NCCC1CCCCN1S(=O)(=O)c1ccccc1)C(=O)NC1CCCC1 (stereo not given)	-0.9	3	101	97	102	2	-2	11	4
Clc1ccccc1CN1CCC(Cc2ccccc2)CC1	0.4	3	92	100	99	2	4	15	2
CC(C)CC(=O)Nc1ccc2c(c1)nc(CCN1CCCCC1)n2C	-0.4	7	102	103	99	0	0	47	7
O=S(=O)(NC1CC2CCC1C2)c1ccc(Cl)cc1 (stereo not given)	0.5	4	97	101	100	3	-2	5	-2

# Screens: PubChem, several laboratories
